# HepG2 tox = qHTS for Inhibitors of TGF-b: Cytotox Counterscreen; HepG2 CAGA-GFP viability, ATP luminescence, 18 h; Potency, µM (titrated, usually from 46.1 µM), for the others: at the highest dose activity change, negative = cytotoxicity, usual class: cytotoxic; 410,000 tested, 0.76% active; AID 588856, 2011; further: potency means the concentration at half of the fitted maximal effect; some results filed as inactive show a strong effect at the top dose
#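 HepG2 CAGA-GFP cells (1000/well, DMEM with 1% FBS) received compound, then TGF-beta at 500 pg/mL final, and were incubated 18 hours at 37 degrees C. Viability was read by CellTiter-Glo luminescence. Media-only wells were set as complete cell-killing and DMSO as no toxicity.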
# HT1080-NT tox = qHTS for induction of synthetic lethality in tumor cells producing 2HG: qHTS for the HT-1080-NT fibrosarcoma cell line; Potency, µM (series often up to 46.1 µM), for inactives: at the top dose activity, negative = less viability, hits mostly cytotoxic; 360,000 tested, 1.6% active; HT-1080-NT fibrosarcoma viability, CellTiter-Glo ATP luminescence, 48 h;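 further: NT is the 2HG producing partner of a matched IDH1 knockdown line; potency means the concentration at half of the fitted maximal effect; 0% = DMSO-treated cells and -100% = media-only wells without cells; nearly all actives have a fitted effect of over 55% in size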
#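 Viability of the 2HG-overproducing fibrosarcoma line after 48 hours of compound exposure at 37 degrees C was determined by luminescence with CellTiter-Glo, and concentration-effect curves were then fitted and categorized.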
# MCF10A rereplic = A quantitative high throughput screen for small molecules that induce DNA re-replication in MCF 10a normal breast cells; MCF 10A DNA re-replication, Hoechst nuclear intensity, 48 h; Potency, µM (titrated, usually from 46.1 µM), for the others: top-dose activity, positive = re-replication, actives largely listed as activators; 350,000 tested, 2.9% active; AID 624296, 2012; further: potency means the concentration at half of the fitted maximal effect; % of control where 0% means no effect; nearly all actives have a fitted effect of over 50% in size
# ATXN viability = Viability Counterscreen for Primary qHTS for Inhibitors of ATXN expression; S2 cells (HEK-293 line with an ATXN2-luciferase reporter) viability, CellTiter-Fluor protease fluorescence, 24 h; Potency, µM (titrated, usually from 56.7 µM), most hits filed as cytotoxic; 400,000 tested, 0.49% active; further: potency means the concentration at half of the fitted maximal effect; nearly all actives have a fitted effect of over 40% in size
# HT1080 IDH1KD tx = qHTS for induction of synthetic lethality in tumor cells producing 2HG: qHTS for the HT-1080-IDH1KD cell line; Potency, µM (top dose mostly 46.1 µM), inactives show at the top dose activity, negative = toxicity, hits mostly cytotoxic; HT-1080 IDH1 knockdown viability, ATP luminescence, 48 h; 360,000 tested, 2% active;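 further: potency means the concentration at half of the fitted maximal effect; 0% = DMSO wells and -100% = cell-free medium wells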
#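 HT-1080-IDH1KD cells (IDH1 knocked down), 750/well in RPMI with 5% FBS, treated with compound 48 h at 37 degrees C. Viability by CellTiter-Glo luminescence, normalised to DMSO and no-cell wells; concentration-response curves classed.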
# SW480 rereplic = A quantitative high throughput screen for small molecules that induce DNA re-replication in SW480 colon adenocarcinoma cells; SW480 DNA re-replication, Hoechst DNA content imaging, 48 h; Potency, µM (doses to about 46.1 µM), inactives show top-dose re-replication activation, actives largely listed as activators; 340,000 tested, 1.8% active; AID 624297, 2012; further: potency means the concentration at half of the fitted maximal effect; % of control where 0% means no effect; nearly all actives have a fitted effect of over 55% in size
#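 First, 250 cells per well were seeded. Next, compound or vehicle (23 nL) was pinned in, plates sat 48 hr at 37 C. Finally Hoechst was added for 40 min before fluorescence scanning.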
# ATXN2 expr inh = Primary qHTS for Inhibitors of ATXN expression; HEK-293 ATXN2-luciferase reporter, luminescence, 24 h; Potency, µM (top dose mostly 57 µM), for inactives: at the highest dose activity change, negative = inhibition, most hits filed as inhibitors; 360,000 tested, 0.72% active; AID 1745845, 2022; further: potency means the concentration at half of the fitted maximal effect; on the % scale 0 is the no-effect control and ±100 the full control effect; nearly all actives have a fitted effect of over 55% in size
#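 qHTS (up to 57 uM final) was run with 24 h compound exposure of reporter cells at 37 °C. Each well was multiplexed: SteadyGlo luminescence measured ATXN2-luciferase expression after a fluorogenic Gly-Phe-AFC viability readout (25 uM final).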
# IL-1B inflam inh = qHTS for Inhibitors of Inflammasome Signaling: IL-1-beta AlphaLISA Primary Screen | 360,000 tested, 4.7% active | activity change, % at 57.5 µM | THP-1 LPS/ATP IL-1B secretion, AlphaLISA, 16 h; active compounds read low; in the data active means activity change below about -50%; inconclusive means mostly about -30% to -49%; further: on the % scale 0 is the no-effect control and ±100 the full control effect
#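 Secreted IL-1B measured by AlphaLISA bead assay after 16 h compound exposure of THP-1 cells; compounds (final up to 57.5 uM) added 1 h before LPS (250 ng/mL) and ATP (1.25 mM) stimulation; lower signal means less secretion.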
# KB-3-1 tox = qHTS assay for MDR1-selective chemotherapeutics: Primary screen using the parental adenocarcinoma cell KB-3-1; KB-3-1 viability, CellTiter-Glo ATP luminescence, 72 h; Potency, µM (highest dose often 46.1 µM), for the others: top-dose activity change, negative = cytotoxic, most hits filed as cytotoxic; 400,000 tested, 1.4% active; further: potency means the concentration at half of the fitted maximal effect; on the % scale 0 is the no-effect control and ±100 the full control effect; nearly all actives have a fitted effect of over 60% in size
#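 Parental KB-3-1 viability, qHTS format: 72 h compound exposure, 37 °C; CellTiter-Glo; media-only wells and DMSO plates as controls; concentration-effect fits on corrected data.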
# Numbers without * were called inactive; i = inactive; ? = inconclusive; . = no result given; & = joins results of further samples; [ ] = another dose, or the depositor's remark. Unless noted, the call rests on the fitted dose curve; in most records, active means well fitted curve in the direction sought with a large enough effect; inconclusive means small, poorly fitted or top-dose-only effect, or another doubt; inactive means no such curve, though single readings can be large; an effect the other way counts as inactive or inconclusive. Outcome played no part in choosing rows (roughly 8.9% active in at least one column).
SMILES,HepG2 tox,HT1080-NT tox,MCF10A rereplic,ATXN viability,HT1080 IDH1KD tx,SW480 rereplic,ATXN2 expr inh,IL-1B inflam inh,KB-3-1 tox
CCOC(=O)c1c(O)c(O)c(C(=O)OCC)n1-c1ccccc1,-21%,1%,0%,i,9%,-2%,-4%,16,6%
O=[N+]([O-])c1cc(F)c(N2CCCCC2)cc1N1CCOCC1,37%,6%,6%,i,-4%,-5%,8%,0,8%
O=C(N/N=C/c1ccc(OC(F)F)cc1)c1ccc(CSc2nc3ccccc3[nH]2)cc1,1%,-19%,0%,i,-1%,-4%,-13%,0,0%
O=C(Nc1ccccc1)c1nc[nH]c1C(=O)NCCCNC(=O)c1[nH]cnc1C(=O)Nc1ccccc1,1%,4%,?,i,7%,-15%,7%,14,11%
CC(=O)c1ccc(OCc2cc(C(=O)N3CCN4CCCC4C3)no2)cc1 (stereo unspecified),-6%,7%,18%,i,8%,1%,7%,9,.
Cc1ccccc1C(=O)Nc1ccc2c(c1)OCCO2,-25%,-11%,2%,?,-4%,1%,.,-12,-5%
CCC(C)[C@H](NC(=O)NCCCOC(C)C)C(=O)OC (stereo partly specified),10%,24%,-5%,i,26%,1%[9.22 µM],6%,15,4%
O=C(NCCc1ccc(F)cc1)C(=O)NCC(c1cccs1)S(=O)(=O)c1cccs1 (stereo unspecified),-15%,.,.,i,.,.,-9%,.,7%
CC(=O)NC1=NN(C(C)=O)C(C)(c2ccc(C)o2)S1 (stereo unspecified),-16%,3%,0%,i,-1%,-6%,16%,6,5%
CCC(=O)N1CCc2cc(S(=O)(=O)NCCC(=O)N3CCN(c4ccccn4)CC3)ccc21,-8%,-1%,-2%,i,-14%,-6%,-12%,8,-2%
Cc1ccc(CNC(=O)CS(=O)(=O)Cc2nc(-c3ccc(C)cc3)oc2C)cc1,-6%,-4%,?,i,2%,20%,-18%,-26,-39%
CCOc1ccc(C(=O)NCC(c2cccs2)S(=O)(=O)c2ccccc2)cc1 (stereo unspecified),-27%,.,.,i,.,.,-16%,.,7%
Cc1ccc(OC(=O)N(C)C[C@H]2OCc3cn(nn3)CCCC(=O)N([C@H](C)CO)C[C@@H]2C)cc1,4%,-10%,.,i,-8%,.,10%,22,?
O=S(=O)(Nc1ncccn1)c1ccc(NC(=S)Nc2ccccc2)cc1,5%,-4%,1%,i,1%,-9%,-5%,3,1%
COC(=O)/C(=C/c1c[nH]c2ccccc12)NC(C)=O,4%,28%,-4%,i,21%,0%,-14%[11.3 µM],-1,23%
COC(=O)c1[nH]c2cc(OC)ccc2c1NC(=O)c1c(F)cccc1F,-13%,-5%,?,i,-20%,1%,.,0,0%
O=C(Nc1ccccc1F)c1cc(S(=O)(=O)N2CCCCC2)cs1,-15%,1%,11%,i,-24%,-6%,-1%,7,-30%
C=CCn1c(COc2ccccc2)nnc1SC(C)C(=O)N/N=C/c1cc(Cl)ccc1O (stereo unspecified),-14%,?,?,i,?,?,14µM*,105,?
CCCNC(=O)Cn1c2ccccc2c2nc(=O)cc(C)n21,0%,-14%,7%,?,1%,-7%,-8%,14,-12%
O=C(CN1C(=O)NC2(CCCCCC2)C1=O)NC1CC1,-5%,-2%,-1%,i,-6%,-5%,-6%,1,?
CCN1CCCC1CNC(=S)Nc1ccc(C(C)=O)cc1 (stereo unspecified),-3%,-1%,-4%,i,7%,-8%,.,13,-11%
Cc1ccc(C(=O)NC(N(C)C)C(Cl)(Cl)Cl)cc1 (stereo unspecified),-46%,-2%,-7%,i,-1%,-2%,.,-3,-2%
O=C(O)c1ccc(S(=O)(=O)c2ccc([N+](=O)[O-])cc2[N+](=O)[O-])cc1,-7%,-4%,?,?,-7%,?,?,16,6%
CCS(=O)(=O)c1ccc2oc(SCC(=O)NCCc3ccc(F)cc3)nc2c1,4%,5%,0%,i,12%,-5%,-32%,24,-7%
O=[N+]([O-])c1ccc(/C=N/n2c(CO)nc3ccccc32)s1,-13%,?,14%,i,?,3.3µM*,?,-3,?

# Look-ups from the list.
# In ATXN2 expr inh, `C=CCn1c(COc2ccccc2)nnc1SC(C)C(=O)N/N=C/c1cc(Cl)ccc1O` (stereo unspecified) is entered as 14µM*
# In HT1080-NT tox, `CC(=O)NC1=NN(C(C)=O)C(C)(c2ccc(C)o2)S1` (stereo unspecified) is entered as 3%

# Part of the list above, limited to HepG2 tox, IL-1B inflam inh and ATXN viability:
canonical_smiles	HepG2 tox	IL-1B inflam inh	ATXN viability
O=C(Nc1ccccc1)c1nc[nH]c1C(=O)NCCCNC(=O)c1[nH]cnc1C(=O)Nc1ccccc1	1%	14	i
CC(=O)c1ccc(OCc2cc(C(=O)N3CCN4CCCC4C3)no2)cc1 (stereo unspecified)	-6%	9	i
Cc1ccccc1C(=O)Nc1ccc2c(c1)OCCO2	-25%	-12	?

# Going on with the list:
SMILES,HepG2 tox,HT1080-NT tox,MCF10A rereplic,ATXN viability,HT1080 IDH1KD tx,SW480 rereplic,ATXN2 expr inh,IL-1B inflam inh,KB-3-1 tox
O=c1c2sccc2[nH]c(=S)n1Cc1ccccc1,-2%,8%,14%,i,4%,-2%,-1%,3,-1%
COc1ccc(C)cc1S(=O)(=O)N1CCN(S(=O)(=O)c2cc(C)ccc2OC)CC1,-1%,-1%,-6%,i,1%,-3%,2%,-4,5%
O=C(COc1cccc(Cl)c1)Nc1ccccc1N1CCCCC1,2%,5%,18µM*,i,-1%,6%,-10%,29,-16%
Cc1nc2nc(C)c(CCC(=O)NCCCN3CCN(c4cccc(Cl)c4)CC3)c(C)n2n1,-9%&2%,-2%&7%,-2%&5%,i,-1%&6%,4%&-10%,-16%&-3%,-1&24,2%&15%
O=S(=O)(c1ccccc1)c1nc(-c2ccccc2F)oc1NCc1cccnc1,-50%,-1%,-3%,i,-3%,-5%,16%,?,19%
Cc1c(C(=O)N2CCCCC2)sc(NC(=O)C23CC4CC(CC(C4)C2)C3)c1C#N,-3%,12%,10%,i,8%,-10%,5%,-8,1%
CC(=O)Oc1ccc(NC(=O)CSc2ccccc2)cc1,-12%,-1%,1%,i,2%,0%,20%,11,-6%
Cc1cccc(C)c1NC(=O)COC(=O)C1CC1,17%,7%,-4%,?,9%,2%,-10%,13,7%
Cc1cccc(NC(=O)COc2ccc(/C=C\c3[nH]c(=O)[nH]c(=O)c3[N+](=O)[O-])cc2)c1,12%,20%,-3%,i,9%,-76%[inhibitor],1%,11,8%
COc1ccc(CCNC(=O)COC(=O)CSc2ccc(C(N)=O)cc2[N+](=O)[O-])cc1OC,8%,10%,-6%,i,-1%,0%,13%,7,-14%
O=C(CN1CCN(c2ccccc2O)CC1)Nc1cccnc1Cl,-25%,-2%,7%,i,-7%,?,-12%,-10,-13%
S=C(Nc1ccc2c(c1)OCO2)NC1CCN(Cc2ccccc2)CC1,-28%,-2%,8%,i,1%,-1%,1%,-8,1%
Cc1ccc(N/C=C(\C#N)S(=O)(=O)c2ccccc2)cc1,-21%,-7%,1%,i,1%,2%,1%,-20,-1%
COc1cccc(NC(=O)C(NCC2CCCCC2)c2ccccc2)c1 (stereo unspecified),-43%,1%,4%,i,0%,8%,9%,43,4%
O=C(c1ccccc1)c1ccc(OCC(O)CN2CCCC2)cc1 (stereo unspecified),-4%,-1%,1%,i,0%,1%,9%,-28,3%
Cc1ccc(-n2nnnc2SCC(=O)N2CCNC2=O)cc1C,-18%,12%,6%,i,-5%,-6%,.,12,0%
COCC(=O)N1CCC(n2nnc3cc(F)ccc32)CC1,-22%,5%,-1%,i,6%,-4%,-1%,2,12%
Cc1ccc(C(=O)O/N=C2\CCSc3ccc(C)cc32)cc1,2%,-2%,3%,?,0%,4%,2%,24,-14%
CCCn1c(=O)c(C(=O)NCCc2ccccc2)c(O)c2ccccc21,-3%,17%,9%,i,-1%,-2%,-10%,38,?

# Full records, looked up by structure.
# Cc1c(C(=O)N2CCCCC2)sc(NC(=O)C23CC4CC(CC(C4)C2)C3)c1C#N is listed as HepG2 tox = -3%; HT1080-NT tox = 12%; MCF10A rereplic = 10%; ATXN viability = i; HT1080 IDH1KD tx = 8%; SW480 rereplic = -10%; ATXN2 expr inh = 5%; IL-1B inflam inh = -8; KB-3-1 tox = 1%
# O=C(COc1cccc(Cl)c1)Nc1ccccc1N1CCCCC1 is listed as HepG2 tox = 2%; HT1080-NT tox = 5%; MCF10A rereplic = 18µM*; ATXN viability = i; HT1080 IDH1KD tx = -1%; SW480 rereplic = 6%; ATXN2 expr inh = -10%; IL-1B inflam inh = 29; KB-3-1 tox = -16%

# Some of these compounds in order of the IL-1B inflam inh value, descending:
SMILES	IL-1B inflam inh
CC(=O)Oc1ccc(NC(=O)CSc2ccccc2)cc1	11
COc1ccc(CCNC(=O)COC(=O)CSc2ccc(C(N)=O)cc2[N+](=O)[O-])cc1OC	7
COCC(=O)N1CCC(n2nnc3cc(F)ccc32)CC1	2
